SRC3 TRFRET art = counter-screen for PPARgamma SRC-3 recruitment agonists: TR-FRET artefact | 99,000 compounds, 0.39% hits | AID 1048 | TR-FRET ratio at 8 µM | PPARgamma/SRC-3 format; active compounds read high; in the data active means TR-FRET ratio above about 2000; further: inactives centre near 1600; reference of the scale not given here
SRC1 TRFRET art = counter-screen for PPARgamma SRC-1 recruitment agonists: TR-FRET artefact | TR-FRET detection artefact counter-screen, emission ratio; active compounds read high | TR-FRET ratio at 8 µM | 99,000 compounds, 0.34% hits; in the data active means TR-FRET ratio above about 2300; further: inactives centre near 1800; reference of the scale not given here
An asterisk follows results filed as active.

SMILES	SRC3 TRFRET art	SRC1 TRFRET art
O=C(COC(=O)c1ccc(Br)c(S(=O)(=O)N2CCOCC2)c1)NCC1CCCO1 (stereo unspecified)	1498	1975
CCCn1c(SCC(=O)N2CCN(C(=O)c3ccco3)CC2)nc2ccccc2c1=O	1567	1810
COC(=O)/C(=C\c1cc(OC)c(OC)c(OC)c1)c1nc2ccccc2[nH]1	1832	1860
NNC(=O)c1cc(O)c(O)c(O)c1	1533	1710
CC1CCC/C(=C(\C#N)c2nc(-c3cc4ccccc4oc3=O)cs2)C1 (stereo unspecified)	1476	1878
O=C(CCc1nnc(CCCCc2ccccc2)o1)NCc1cccc(F)c1	1642	1818
CC(C)(C)c1cnnn1-c1ccc([N+](=O)[O-])cc1	1597	1653
Cc1cccc(C(=O)NCCc2n[nH]c(=S)n2C)c1	1810	1847
O=C(Nc1ccc(Cl)c(-c2nc3ccccc3[nH]2)c1)c1ccc2c(c1)OCO2	1492	1891
Cc1nn(Cc2ccc(Cl)cc2)c(Cl)c1/C=N/NC(=O)c1cccnc1	1527	1785
CCOC(=O)CNC(=O)N1CCCC(CCC(=O)NCc2ccc(F)c(F)c2)C1 (stereo unspecified)	1673	1759
Cc1cc(C)cc(-n2cc[nH]c2=S)c1	1520	1729
CCN(C(=S)NC(=O)C1CCCC1)C1CCCCC1	1712	1982
CCCCNC(=O)c1nn2cc(Br)cnc2c1Br	1741	2048
Cc1ccc(/C=N/N=C2/NC(=O)C(CC(=O)Nc3ccccc3)S2)o1 (stereo unspecified)	1494	1731
N#C/C(=C\c1ccc(F)cc1)c1nc(-c2ccco2)cs1	1523	1913
Fc1ccc(-c2ccc(Nc3cccc(F)c3)nn2)cc1	1423	1695
CCOC(=O)CSc1n[nH]c(NS(=O)(=O)c2ccccc2C(F)(F)F)n1	1644	2016
O=C(O)c1ccc2c(c1)N(Cc1ccc(F)cc1)C(=O)c1ccccc1S2	1467	1706
Cc1c(Cl)c(-c2n[nH]c(=S)n2CC(C)C)nn1C	1618	1760
CC(=O)c1ccc(NC(=O)CN2C(=O)/C(=C/C(C)=C/c3ccccc3)SC2=S)cc1	1544	1602
Clc1ccc(SCCOCCN2CCCCC2)cc1	1605	1708
COC(CNC(=O)c1ccc2c(c1)ncn2-c1ccc(F)cc1F)OC	1465	1805
COCCCNC(=O)c1sc2ncn(CC(=O)Nc3ccc(C)c(Cl)c3)c(=O)c2c1C	1419	1831
NC(N)=NS(=O)(=O)c1ccc(N/C=C\C(=O)c2ccncc2)cc1	1388	1815

2 entries picked at random from those above, as already listed:
SMILES	SRC3 TRFRET art	SRC1 TRFRET art
O=C(O)c1ccc2c(c1)N(Cc1ccc(F)cc1)C(=O)c1ccccc1S2	1467	1706
N#C/C(=C\c1ccc(F)cc1)c1nc(-c2ccco2)cs1	1523	1913

Further entries
SMILES	SRC3 TRFRET art	SRC1 TRFRET art
COC(=O)c1ccccc1NC(=O)C1CC(=O)N(C2CCCCC2)C1 (stereo unspecified)	1574	1608
COc1ccc(-c2csc(Cc3nc(O)cs3)n2)cc1	1688	1716
COc1cccc(-c2nc(Oc3cccc(C)c3C)c3ccccc3n2)c1O	1687	1853
O=C(CCCN1C(=O)c2ccccc2C1=O)Nc1cccc(S(=O)(=O)NC2=NCCC2)c1	1439	1773
O=C(NCc1ccncc1)c1nc(-c2ccc(C(F)(F)F)cc2)no1	1566	1687
NC(=O)C1CCN(CC(=O)NC(=O)NC2CCCC2)CC1	1519	1386
Cc1ccccc1NS(=O)(=O)c1ccc(OCC(=O)NCc2ccccn2)cc1	1471	1906
CCN(CC)CCCNC(=O)c1cn(CC)c2ccc(S(=O)(=O)N3CCc4ccccc4C3)cc2c1=O	1711	1824
CCCc1nc2c(c(=O)c3ccccc3n2C)c(=O)n1-c1ccc(F)cc1	1484	1635
CCOC(=O)CSc1nc(=O)n2ccc(C)cc2n1	1436	1653
CSCCC(NC(=O)c1ccccc1Br)C(=O)Nc1ccc(C)cc1 (stereo unspecified)	1510	1742
Cc1ccc(CN(Cc2ccco2)C(=S)NCC(=O)NC2CC2)cc1	1584	1726
O=C(CCN1C(=O)/C(=C/c2ccc(F)cc2)SC1=S)NNC(=O)c1ccncc1	1462	1599
O=C1CC(c2ccccc2)CC(=NCCO)/C1=C(\O)CCCN1C(=O)c2ccccc2C1=O (stereo unspecified)	1795	2125
CCOCCCNC(=O)COC(=O)/C=C/c1ccc(S(=O)(=O)N2CCc3ccccc32)cc1	1577	2142
COC(=O)c1c(NC(=O)COC(=O)c2ccc(Cl)cc2[N+](=O)[O-])sc2c1CCCCC2	1712	1951
CC(C)[C@H](NC(=O)c1ccco1)C(=O)OCc1cc(=O)n2c(n1)sc1ccccc12	1394	1620
COC(=O)c1ccccc1Oc1nc(Cl)cc(OC)n1	1553	1809
CCO/C=C/C(O)(CNC(=O)c1ccc(C(C)(C)C)cc1)C(F)(F)F (stereo unspecified)	1597	1616
COc1cccc(C2C3=C(Nc4[nH]n(-c5ccccc5)c(=O)c42)c2ccccc2C3=O)c1 (stereo unspecified)	1497	1698
Cc1cc(C)c(S(N)(=O)=O)c(C)c1N(C)S(=O)(=O)c1ccccc1	1755	1785
CCC(Sc1nc2ccccc2o1)C(=O)Nc1nnc(C)s1 (stereo unspecified)	1555	1897
CC(C)CC(C(=O)OCC(=O)c1c(N)n(C)c(=O)n(C)c1=O)N1C(=O)C2CC=CCC2C1=O (stereo unspecified)	1771	1895
Cc1sc2ncnc(SCC(=O)N(C)C3CCS(=O)(=O)C3)c2c1C (stereo unspecified)	1542	1781
CCOC(=O)c1ccc(N/C(=N\S(=O)(=O)c2ccc(F)cc2F)c2ccccc2)cc1	1503	1765

A different layout for four compounds above:
Structure: Cc1ccc(CN(Cc2ccco2)C(=S)NCC(=O)NC2CC2)cc1
- SRC3 TRFRET art: 1584
- SRC1 TRFRET art: 1726

Structure: O=C(CCN1C(=O)/C(=C/c2ccc(F)cc2)SC1=S)NNC(=O)c1ccncc1
- SRC3 TRFRET art: 1462
- SRC1 TRFRET art: 1599

Structure: O=C1CC(c2ccccc2)CC(=NCCO)/C1=C(\O)CCCN1C(=O)c2ccccc2C1=O (stereo unspecified)
- SRC3 TRFRET art: 1795
- SRC1 TRFRET art: 2125

Structure: CCOCCCNC(=O)COC(=O)/C=C/c1ccc(S(=O)(=O)N2CCc3ccccc32)cc1
- SRC3 TRFRET art: 1577
- SRC1 TRFRET art: 2142

(list continues)
SMILES	SRC3 TRFRET art	SRC1 TRFRET art
Cc1ccc(OCCN(C)C(=O)CC2C(=O)NCCN2CC(C)(C)C)cc1 (stereo unspecified)	1535	1777
CC(=O)Nc1sc2c(c1C#N)CCC2	1520	1869
c1ccc2nc(SCc3cn4ccccc4n3)cnc2c1	1745	1975
CC1CCN(c2c([N+](=O)[O-])c(=O)oc3ccccc23)CC1	1568	1965
NC(=O)CNc1ncc(C(F)(F)F)cc1Cl	1620	1647
CC(OC(=O)C1=Cc2ccccc2OC1)C(=O)NCc1ccco1 (stereo unspecified)	1401	1666
O=C(CC1SC(=Nc2ccccc2)N(Cc2ccccn2)C1=O)Nc1ccc(Br)cc1 (stereo unspecified)	1498	1828
Cc1ccc(C(=O)N/C(=C/c2cccnc2)C(=O)O)cc1	1520	1697
CC/C(=N/OC(=O)c1cccc(C)c1)C(=O)c1cccs1	1540	1901
Cc1nnc2n(c1=O)C(CS(=O)(=O)c1ccc3ccccc3c1)CS2 (stereo unspecified)	1534	1786
COc1cc(OC)c(C(=O)OCC(=O)Nc2cc(C)on2)cc1OC	1442	1747
Cc1cc(-c2cccs2)c2c(N)c(C(=O)c3ccc4c(c3)OCO4)sc2n1	1322	1678
O=C(NNc1ccc([N+](=O)[O-])cc1)c1ccccc1Cl	1517	1573
O=C(CSc1nnc(CCCN2C(=O)c3cccc4cccc(c34)C2=O)n1-c1ccccc1)N1CCN(CCO)CC1	1556	1701
CCO[C@H]1OC(C(=O)O)=C[C@@H](C2CCCCC2)[C@@H]1CCCO	1610	1580
COc1ccc(F)cc1S(=O)(=O)NCc1ccccc1	1664	1796
S=C1NC2(CCCCC2)NN1c1ccccc1	1497	1668
CC1CC(Nc2ccccc2)=NC1(C)C (stereo unspecified)	1618	1878
C[C@@H]1C=C[C@](Cc2ccccc2)(C(=O)NCC2CC2)N1C(=O)c1ccccc1	1316	1829
COc1ccc(OC)c(NC(=O)CC2SC(=Nc3ccccc3)N(CCc3ccccn3)C2=O)c1 (stereo unspecified)	1572	1962
C[C@@H](O)[C@@H]1NC(=O)c2cc([N+](=O)[O-])cc(I)c2NCC[C@@H](C(N)=O)NC(=O)CNC1=O	1565	1866
NC(=S)Nn1c(-c2ccccc2)nc2ccccc2c1=O	1520	1818
O=C(CN1CCOCC1)N1CCN(c2ccc3ccccc3n2)CC1	1234	1595
COc1cccc(NC(=O)CN(C)C(=O)COc2ccc3ccccc3c2)c1	1339	1571
COc1ccc(-n2ccnc2SCC(=O)NC2CCCC2)c(OC)c1	1483	1729

Structures above containing a nitro group on carbon (5):
SMILES	SRC3 TRFRET art	SRC1 TRFRET art
CC(C)(C)c1cnnn1-c1ccc([N+](=O)[O-])cc1	1597	1653
COC(=O)c1c(NC(=O)COC(=O)c2ccc(Cl)cc2[N+](=O)[O-])sc2c1CCCCC2	1712	1951
CC1CCN(c2c([N+](=O)[O-])c(=O)oc3ccccc23)CC1	1568	1965
O=C(NNc1ccc([N+](=O)[O-])cc1)c1ccccc1Cl	1517	1573
C[C@@H](O)[C@@H]1NC(=O)c2cc([N+](=O)[O-])cc(I)c2NCC[C@@H](C(N)=O)NC(=O)CNC1=O	1565	1866

The list goes on:
SMILES	SRC3 TRFRET art	SRC1 TRFRET art
COc1ccc(NC(=O)Nc2cccnc2)c(OC)c1	1265	1825
Cc1cc([N+](=O)[O-])nn1CC(=O)Nc1ccc(Cc2ccncc2)cc1	1659	1722
CCNC(=S)N1CCN(CCN2C(=O)c3cccc4cccc(c34)C2=O)CC1	1685	2006
C=CCc1cc(Cl)ccc1OCCNCCCOC	1634	1646
CCC(=O)N1c2ccccc2NC2=C(C(=O)CC(c3ccco3)C2)C1c1ccco1 (stereo unspecified)	1468	1760
Cc1sc2nc(CSc3ccccc3)nc(NCCN(C)C)c2c1C	1809	1771
O=C(Cn1c(NCCO)nc2ccccc21)NCC1CCCO1 (stereo unspecified)	1574	1884
N#CC1=C(N)N(c2ccccc2Sc2ccccc2)C(=O)C1	1472	1914
CCc1ccc(Nc2cnn(C34CC5CC(CC(CC(=O)O)(C5)C3)C4)c(=O)c2Cl)cc1	1500	2112
CSC(=S)N/N=C/c1ccc(Br)cc1	1670	1897
Cc1ccccc1NC(=O)COC(=O)CNC(=O)c1sc2ccccc2c1Cl	1518	2049
O=C(CCC(=O)Nc1ccc(Cl)cc1Cl)NNC(=O)[C@@H]1CCCC[C@@H]1C(=O)O	1641	2007
O=Cc1cccc(Oc2ncccn2)c1	1739	2151
Cc1cc(C)c(OCC(O)CN2CCN(c3ccccn3)CC2)c(C)c1 (stereo unspecified)	1557	1825
CC(=O)Nc1cccc(NC(=O)c2sc3ncn(CC(=O)N4CCCCC4)c(=O)c3c2C)c1	1572	1710
CN1CCN(C(=S)c2cn(CCOc3ccccc3)c3ccccc23)CC1	1631	1816
NNC(=O)c1ccc(Cl)cc1Cl	1438	1652
Cc1ccc(C(=O)NC(=S)Nc2ccc(N3CCOCC3)cc2)cc1	1750	1704
Cc1cc(C)c(S(C)(=O)=O)c(NN)n1	1603	2090
O=C(Cn1cnc2ccccc21)N/N=C/c1ccc([N+](=O)[O-])cc1	1479	1813
CCC(C)(C)n1nnnc1C(c1cc2cc(C)cc(C)c2[nH]c1=O)N1CCCC1 (stereo unspecified)	1389	1828
Cc1ccc(S(=O)(=O)Cc2cn3cccnc3n2)cc1	1584	1846
COc1ccc(N(C)S(=O)(=O)c2cccc(C(=O)OCC(=O)Nc3sc4c(c3C#N)CCCCC4)c2)cc1	1725	1829
C=C(C)COc1ccc2c(CC)cc(=O)oc2c1C	1396	1637
Cc1cccc(C2(c3cccc(C)c3)CC2C(=O)Nc2ccc([N+](=O)[O-])cc2O)c1 (stereo unspecified)	1762	1650
SMILES	SRC3 TRFRET art	SRC1 TRFRET art
CCOC(=O)N1CCC(N2CCCC(C(=O)c3cc(F)ccc3OC)C2)CC1 (stereo unspecified)	1704	1512
O=C(Cc1ccccc1)Nc1ccc2c(c1)C(=O)N(CC1CCCO1)C2=O (stereo unspecified)	1958	1942
Cc1ccc(NC(=S)N(CCCN2CCOCC2)Cc2ccccn2)cc1	1671	1748
Cc1ccccc1-n1cc[nH]c1=S	1442	1701
NC(=O)CCC(=O)N1CCCC(C(=O)c2ccc3c4c(cccc24)CC3)C1 (stereo unspecified)	1722	1843
O=C(Nc1nc(-c2ccc3ccccc3c2)cs1)C1CCN(S(=O)(=O)c2cccs2)CC1	2381*	2268
Cc1cccc(OCCCC(=O)NCCc2ccccc2)c1	1519	1624
CCCC(=O)Oc1c(S(=O)(=O)c2ccc(C)cc2)c(C)nn1C(C)(C)C	1643	1880
CN1CCN(S(=O)(=O)c2ccc(NC(=S)NC(=O)C3CCCCC3)cc2)CC1	1543	1821
CC1CN(C(=O)CN2C(=O)NC(C)(c3ccccc3)C2=O)CC(C)O1 (stereo unspecified)	1836	1637
Clc1ccc(-c2ccc(C=Nc3ccc(N4CCOCC4)cc3)o2)c(Cl)c1	1761	2177
Cc1cc(C)c2nc(NC(=O)c3cccc(S(=O)(=O)N4CCc5ccccc54)c3)sc2c1	1639	1721
Cn1c(C2CCCCC2)nc2c1c(=O)[nH]c(=O)n2Cc1ccccc1	1771	1720
CCOc1ccc(CCNC(=O)CCS(=O)(=O)c2ccc(OC)cc2)cc1OCC	1750	1906
COCCNc1nc2nonc2nc1N(C)Cc1ccc(C)cc1	1614	1894
S=C(NCc1ccco1)N1CCN(c2cccc(Cl)c2)CC1	1424	1978
CCC(c1nnnn1C(C)(C)C)N1CCN(Cc2ccccc2OC)CC1 (stereo unspecified)	1595	1692
O=C(CSc1nncs1)Nc1cc(-c2ccccc2)nn1-c1ccccc1	1594	2145
CC(C)Cc1nc2sc3c(=O)n(N)cnc3c2c2c1COC(C)(C)C2	1634	1870
